GLD-1 RNA inh: GLD-1/TGE RNA complex disruptors, primary screen, biochemical, fluorescence polarization | Female germline-specific tumor suppressor gld-1 (Caenorhabditis elegans), Q17339 | purified GLD-1 + fluorescein TGE RNA | inhibition, % at 5.96 µM | hit rate 0.44% among 320,000;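 active = percent inhibition above a per-plate cutoff, the plate mean of test compounds plus 3 SD, cut at about 30% in these data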;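 note: 0% = DMSO wells with GLD-1 and probe and 100% = wells lacking GLD-1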
Target sequence (Q17339 whole entry, looked up): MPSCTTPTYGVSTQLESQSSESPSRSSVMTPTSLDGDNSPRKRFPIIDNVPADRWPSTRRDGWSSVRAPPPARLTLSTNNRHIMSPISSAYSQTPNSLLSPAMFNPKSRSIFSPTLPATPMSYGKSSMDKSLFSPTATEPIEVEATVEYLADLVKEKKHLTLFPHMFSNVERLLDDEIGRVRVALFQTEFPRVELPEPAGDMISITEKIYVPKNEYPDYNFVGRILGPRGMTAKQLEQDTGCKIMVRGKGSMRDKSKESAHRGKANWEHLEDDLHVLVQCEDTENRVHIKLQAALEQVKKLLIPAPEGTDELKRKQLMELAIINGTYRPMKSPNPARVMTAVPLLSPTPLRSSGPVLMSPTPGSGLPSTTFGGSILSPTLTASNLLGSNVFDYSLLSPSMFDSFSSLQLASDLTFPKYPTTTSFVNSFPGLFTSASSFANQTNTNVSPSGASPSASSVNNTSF
VLA-4 inh: inhibition in human VLA-4 binding assay, primary screen, VLA-4 allosteric modulator project, MLPCN library, flow cytometry, VLA-4 expressing cells. Integrin alpha-4 (Homo sapiens), P13612. ligand binding flow cytometry. inhibition, % (about 7 µM as worked out from the volumes in the protocol). hit rate 0.2% among 330,000. AID 2557, 2010; in the data active = inhibition above about 50%
CIT2 TOR yeast: modulators of CIT2-GFP expression in yeast, primary screen, S. cerevisiae, GFP fusion, multiplex flow cytometry, MLPCN library. hit rate 0.065% among 320,000. S. cerevisiae CIT2-GFP strain, 3 h; 100 means same as DMSO wells. AID 2029, 2009. GFP response vs DMSO, % at 10 µM;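 active = GFP response relative to DMSO above a set limit, near the screen mean plus 3 SD, cut at about 150% in these data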;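 note: ratio of well median GFP fluorescence to mean of DMSO wells on the plate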
AGP1-GFP MLPCN: modulators of AGP1-GFP expression in yeast TOR pathway, primary screen, cell-based, multiplex flow cytometry, S. cerevisiae, MLPCN library; 3 h; GFP as percent of DMSO wells; GFP response vs DMSO, % at 10 µM; hit rate 0.02% among 320,000;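 active = GFP response relative to DMSO above a set limit, near screen average plus 3 SD, cut at about 150% in these data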;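 note: median GFP channel fluorescence of the gated AGP1 strain per well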
MEX-5 binding: MEX-5 zinc finger RNA-binding disruptors – biochemical, C. elegans, fluorescence polarization, MLPCN library, primary screen; hit rate 0.38% among 300,000; activity score (negative = inhibition of binding), % at 10 µM; MEX-5/FITC-TCR2 RNA binding; hits give low values; Zinc finger protein mex-5 (Caenorhabditis elegans), Q9XUB2;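 active = inhibition past about -25% in most replicates, and total fluorescence under double the plate's negative control median, limit read from the data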;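 note: 0% = DMSO and -100% = 5 µM competing unlabeled TCR2 RNA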
Target sequence (Q9XUB2 whole entry, looked up): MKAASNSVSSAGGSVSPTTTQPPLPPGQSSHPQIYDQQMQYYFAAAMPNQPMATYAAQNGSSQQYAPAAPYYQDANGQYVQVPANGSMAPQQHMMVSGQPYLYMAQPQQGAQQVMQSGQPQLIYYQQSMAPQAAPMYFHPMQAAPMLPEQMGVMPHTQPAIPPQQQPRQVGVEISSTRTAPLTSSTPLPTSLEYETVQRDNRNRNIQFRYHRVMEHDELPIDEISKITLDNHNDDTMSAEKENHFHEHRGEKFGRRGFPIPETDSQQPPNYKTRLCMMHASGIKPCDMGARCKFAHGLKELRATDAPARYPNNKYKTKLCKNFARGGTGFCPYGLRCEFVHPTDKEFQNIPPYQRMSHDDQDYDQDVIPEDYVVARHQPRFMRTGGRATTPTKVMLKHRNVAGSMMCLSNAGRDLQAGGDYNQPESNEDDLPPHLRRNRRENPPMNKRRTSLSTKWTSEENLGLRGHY
MCL1-BIM inh: inhibitors of MCL1 binding to BIM-BH3, primary screen, biochemical, fluorescence polarization; inhibition, % at 10.9 µM; GST-MCL1 / FITC-Bim-BH3 fluorescence polarization; AID 2057, 2009; Induced myeloid leukemia cell differentiation protein Mcl-1 (Homo sapiens), Q07820; hit rate 0.68% among 320,000;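 active = inhibition above the mean inhibition of all tested compounds plus 3 SD, set per campaign, cut at about 40% in these data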;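 note: 0% = DMSO wells and 100% = unlabeled Bim-BH3 peptide control; higher means more loss of mP so more displacement of Bim peptide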
BCLXL inh: inhibitors of human Bcl-xL, primary screen, biochemical, fluorescence polarization, HTS; Bcl-2-like protein 1 (Homo sapiens), Q07817; inhibition, % at 10.9 µM; AID 2129, 2009; GST-Bcl-xL / FITC-Bim BH3 peptide fluorescence polarization; hit rate 0.7% among 320,000;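 active = inhibition above the mean of all tested compounds plus 3 SD, cutoff set per campaign, cut at about 30% in these data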;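 note: 0% = DMSO wells and 100% = unlabeled Bim-BH3 peptide competitor; inhibitors lower millipolarization by displacing the labeled peptide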
Yeast superoxide: reduction of superoxide in aged yeast, primary screen, HTS | S. cerevisiae aged cells, superoxide DHE fluorescence; hits give low values | superoxide response (% of plate mean), % at 10 µM | hit rate 0.18% among 330,000;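 active = superoxide response under a set limit, about three screen SD below normal, cut at about 65% in these data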;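 note: yeast aged for seven days with compound at 30 °C before DHE staining; 100% = average MFI of all compound-treated wells on the plate with controls excluded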
GRK2 inh: compounds blocking aptamer binding on GRK2 – biochemical, human GRK2, bead flow cytometry, HTS, primary screen | FAM-aptamer displacement from GRK2 | hit rate 0.59% among 330,000 | Beta-adrenergic receptor kinase 1 (Homo sapiens), P25098 | inhibition of aptamer binding, % at 10 µM;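 active = inhibition of aptamer binding above 40%, roughly 3 SD of noise, on plates passing a quality check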;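 note: median bead fluorescence of bound FAM aptamer so fluorescent compounds give negative values; no value below 0 was filed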
Numbers without * were called inactive; x = not tested or not shown.

SMILES	GLD-1 RNA inh	VLA-4 inh	CIT2 TOR yeast	AGP1-GFP MLPCN	MEX-5 binding	MCL1-BIM inh	BCLXL inh	Yeast superoxide	GRK2 inh
O=C(CCC(=O)N(CC(=O)NC1CCCCC1)Cc1ccc(F)cc1)Nc1nccs1	-7	-4	110	106	-2.1	3	2	104	1
Cc1cc(C(F)(F)F)nn1CC(=O)N1CCCCC1C (stereo not given)	7	18	113	107	0.8	-16	4	95	3
COc1cccc(NC(=S)N(CCC(C)C)C2CCN(C(C)=O)CC2)c1	-4	4	91	92	0.7	9	1	98	2
COc1ccc(S(=O)(=O)N(C)CC(=O)NCc2cccnc2)cc1OC	-1	0	107	107	1.8	1	5	101	0
COc1ccc(NC(=O)c2nnn(Cc3cccc(F)c3)c2N)c(OC)c1	0	6	102	101	2.1	-6	-1	100	0
CC1CC(=O)Nc2ccccc2S1(=O)=O (stereo not given)	0	-5	100	102	3.6	1	6	98	1
Cc1ccc(NC(=O)CN(C)C(=O)Cc2ccc(Cl)cc2Cl)cc1	-2	-1	76	83	2.9	1	2	114	3
O=C(CCCCCN1C(=O)c2ccccc2C1=O)NC1CCCC1	-4	33	98	103	-2.9	6	-4	98	1
COc1ccc(C2C(C(=O)c3sc(C)nc3C)=C(O)C(=O)N2CCN(C)C)cc1OC (stereo not given)	-5	3	88	91	1.1	7	5	96	2
COc1cccc(/C=C/C(=O)Nc2ccc(OC)nc2)c1	13	1	98	91	2.7	-7	19	118	0
Cc1cccc(OCC(=O)Nc2ccc(N3CCN(C(=O)c4ccco4)CC3)cc2)c1	0	-9	103	106	0.7	8	6	106	0
Cc1ccc2[nH]c(=O)c(-c3nc4cc(C)ccn4c3NCc3ccco3)cc2c1	-3	19	110	107	-0.7	8	2	92	0
Cc1ccc(NC(=O)CN(C)C(=O)COC(=O)/C=C/c2cccs2)cc1	7	2	99	103	2.0	-18	-5	76	3
CCN(CC(=O)Nc1cccc(OC)c1)C(=O)C1CCN(C(=O)Nc2ccccc2)CC1	4	41	108	108	0.1	4	7	107	3
CCC(C)NCCCCOc1ccc(Br)cc1 (stereo not given)	9	9	96	95	1.2	2	6	90	0
CC1CC(C)(C)NC(=S)N1CC(=O)N(C)Cc1ccccc1 (stereo not given)	5	-1	102	100	2.0	5	1	88	0
CC(C)COc1ccc(-c2nnc(-c3ccco3)o2)cc1	-4	6	78	69	3.2	5	6	97	2
Cc1cc(C)c(NC(=O)Cn2c(=O)n(-c3ccc(CC(=O)NCC4CCCO4)cc3)c(=O)c3ccccc32)c(C)c1 (stereo not given)	5	5	92	107	-0.7	-1	1	114	0
O=C(c1cscn1)N1CCCC(N2CCN(c3ccc(F)cc3)CC2)C1 (stereo not given)	-1	-1	103	102	-3.8	-12	4	92	5
O=C(Cn1c(NCCCO)nc2ccccc21)c1ccc([N+](=O)[O-])cc1	2	5	98	102	-1.3	0	7	104	2
CCn1c(SCC(=O)c2c[nH]c3ccccc23)nnc1-c1cccs1	-15	4	116	108	-8.6	0	3	104	0
COc1ccc(Cc2nnc(Nc3ccc(C)cc3)o2)cc1OC	6	5	88	92	2.1	3	4	93	0
CCc1cccc(NC(=O)Cn2c(=O)oc3cc(S(=O)(=O)N4CCOCC4)ccc32)c1	-6	30	102	107	-0.3	3	3	108	0
CN(C)C(=O)CSc1nnc(-c2ccncc2)n1Cc1ccco1	3	28	92	94	2.2	1	2	104	2
O=C(c1cc2sccc2n1Cc1ccc(F)cc1)N1CCc2ccccc21	0	12	96	103	5.3	-1	-4	95	0
CN(C)c1ccc(CN(C(=O)C2COc3ccccc3O2)C2CCS(=O)(=O)C2)cc1 (stereo not given)	4	2	91	104	-1.1	-4	-1	75	0
CCCC(=O)NC(C)c1nc2ccccc2n1C (stereo not given)	4	-2	97	102	2.5	6	4	92	2
CC1CC(C)CN(CCCNC(=O)c2ccc3c(SCC(=O)O)c4c(nc3c2)CCC4)C1 (stereo not given)	0	1	96	101	-4.1	-7	-3	83	12
CCN(CCn1cccn1)C(=O)c1cc(COc2ccc(F)cc2Cl)on1	6	-5	99	88	-0.9	4	5	103	5
Cc1ccc(S(=O)(=O)N(C)C)cc1NC(=S)N(CCC#N)Cc1cccnc1	0	-3	102	101	-1.0	3	3	102	1

Part of the list above in order of SMILES length, ascending.
SMILES	GLD-1 RNA inh	VLA-4 inh	CIT2 TOR yeast	AGP1-GFP MLPCN	MEX-5 binding	MCL1-BIM inh	BCLXL inh	Yeast superoxide	GRK2 inh
COc1ccc(Cc2nnc(Nc3ccc(C)cc3)o2)cc1OC	6	5	88	92	2.1	3	4	93	0
CC1CC(C)(C)NC(=S)N1CC(=O)N(C)Cc1ccccc1 (stereo not given)	5	-1	102	100	2.0	5	1	88	0
O=C(Cn1c(NCCCO)nc2ccccc21)c1ccc([N+](=O)[O-])cc1	2	5	98	102	-1.3	0	7	104	2
CCc1cccc(NC(=O)Cn2c(=O)oc3cc(S(=O)(=O)N4CCOCC4)ccc32)c1	-6	30	102	107	-0.3	3	3	108	0
Cc1cc(C)c(NC(=O)Cn2c(=O)n(-c3ccc(CC(=O)NCC4CCCO4)cc3)c(=O)c3ccccc32)c(C)c1 (stereo not given)	5	5	92	107	-0.7	-1	1	114	0

Following part
SMILES	GLD-1 RNA inh	VLA-4 inh	CIT2 TOR yeast	AGP1-GFP MLPCN	MEX-5 binding	MCL1-BIM inh	BCLXL inh	Yeast superoxide	GRK2 inh
CN(C)CCNC(=O)Nc1cccc(Cl)c1Cl	-1	6	86	x	-1.2	4	5	103	3
CCOc1ccccc1C1C(C(=O)Nc2ccc(OC)cc2)=C(C)Nc2nc(CCCO)nn21 (stereo not given)	4	11	105	112	-0.7	5	5	105	2
COc1ccc(Cl)cc1C(=O)N(Cc1nc(-c2cccc(C)c2)no1)C(C)C	6	28	108	107	2.0	1	2	93	0
COCCN(CCOC)Cc1cc(=O)oc2cc3c(cc12)CCC3	-7	1	91	97	-0.8	-1	1	98	0
COC(=O)c1cc(S(=O)(=O)NCc2ccccc2)cn1C	3	1	92	97	-1.7	1	-1	113	1
COc1ccc(C)cc1-n1nc2ccccc2n1	8	7	101	98	-1.2	1	0	106	3
CCOc1ccc(NS(=O)(=O)c2ccc3c(c2)CCN3C(C)=O)cc1	-4	4	102	99	0.7	3	2	103	0
O=C(CN1C(=O)c2ccccc2S1(=O)=O)NCCc1ccc(F)cc1	3	-2	98	102	x	x	x	104	0
CCOC(=O)c1c(C)[nH]c(C)c1S(=O)(=O)NCC1CCN(Cc2ccccc2OC)CC1	-2	13	102	101	0.6	5	7	101	0
O=C(CCSCc1ccccc1Cl)NCc1ccco1	1	-3	104	101	x	3	8	76	0
CCNC(=O)/N=C1/NC(=O)C(C(C)C)O1 (stereo not given)	-1	0	90	93	-0.4	5	-1	108	0
COC(CNC(=O)CSCc1nc(-c2ccc(SC)cc2)oc1C)OC	0	0	99	98	-0.3	6	1	113	0
Cc1ccc(NC(=O)C(=O)c2c[nH]c3ccccc23)cc1	x	8	97	98	-3.4	x	x	97	0
COc1ccc([C@@H]2CC=C(C(=O)O)CN2S(=O)(=O)c2ccc(C)cc2)cc1OC	8	23	114	94	x	-9	-1	106	2
CSc1ccc(/C=N/NC(=O)CN2CCN(Cc3ccc(Cl)cc3)CC2)cc1	0	2	104	103	3.0	6	2	104	0
Cc1ccc([N+](=O)[O-])cc1S(=O)(=O)NCc1cccnc1	4	7	113	94	0.5	9	0	104	0
[O-][n+]1ccc(C(O)c2ccccc2)cc1 (stereo not given)	1	-1	96	90	0.8	-6	3	119	6
N#Cc1ccc(CN2CCN(C(=O)CCNS(=O)(=O)c3ccc(F)c(F)c3)CC2)cc1	5	-3	100	101	x	-2	2	104	0
Cc1occc1-c1nnc(SCC(=O)NCCc2ccccc2)o1	-2	2	96	100	-0.2	-1	-3	94	0
O=C(O)c1cccc(NC(=O)C2CC(=O)N(Cc3ccccc3)C2)c1 (stereo not given)	14	14	98	106	-2.4	10	7	119	1
NS(=O)(=O)c1cc(C(=O)OCC(=O)N2CCOCC2)ccc1Cl	-6	5	99	103	-2.6	-3	2	93	1
O=C(CCCSc1ccccc1)Nc1nc(-c2ccccn2)cs1	0	3	92	95	2.2	19	11	108	1
CCc1ccc(NC(=O)N(CCN(C)C)C(C)c2cccnc2)cc1 (stereo not given)	0	-15	96	101	-0.1	-3	1	95	0
Cc1cc(C)c(C)c(C(=O)C2OC(=O)C(C)(C)C(=O)C2(C)C)c1C (stereo not given)	-1	9	97	95	-1.4	3	1	105	4
OCCN(Cc1ccccc1)Cc1cccc(F)c1	3	4	85	88	-0.2	-9	3	105	1
O=C1C2CCCCN2C(=O)N1CCCCN1CCN(c2cccc(Br)c2)CC1 (stereo not given)	-5	11	99	104	0.8	8	0	103	0
COC(=O)c1ccc(CSc2nc3ccc(S(N)(=O)=O)cc3[nH]2)cc1	-1	1	99	97	1.6	-1	-1	118	3
C[C@@H]1CN([C@@H](C)CO)C(=O)c2cc(NC(=O)C3CC3)ccc2O[C@@H]1CN(C)Cc1ccc(Cl)c(Cl)c1	1	27	94	99	x	x	x	79	3
NNC(=O)Cc1cn(-c2ncc(C(F)(F)F)cc2Cl)c2ccccc12	0	10	102	103	3.2	-16	3	99	0
CC(C)c1nc2oc3c(NCC4CCCO4)ncnc3c2c2c1CCC2 (stereo not given)	0	-8	98	96	0.5	-4	-4	100	1
O=C(Nc1cccnc1)c1cc2c(ccc3ccccc32)o1	4	-1	91	88	-3.8	-13	-5	107	0
COc1ccc(NC(=O)CSc2nc3nc(-c4cccs4)cc(C(F)(F)F)c3c(=O)[nH]2)c(OC)c1	10	27	89	93	-1.8	13	14	93	0
O=C(CCNC(=O)c1ccc(Cl)cc1)Nc1ccc(Cl)cc1F	8	2	92	95	-1.6	-9	2	85	2
CCc1nnc(NC(=O)CSc2nnc(CNc3cccc(C)c3)n2-c2ccccc2)s1	4	-4	x	107	1.4	-2	-3	106	1
O=[N+]([O-])c1cccc(N/N=C/c2ccc(N3CCOCC3)cc2)c1	13	-2	122	96	2.0	5	0	89	0
COc1ccc(-c2noc(COc3ccc4c(c3)OCO4)n2)cc1	5	-9	101	94	1.4	-3	1	94	0
COc1ccc2c(c1)cc1n2CCN2CCCN=C12	0	5	99	96	1.5	5	2	80	0
CC1CC(C)CN(CC(=O)Nc2ccc3c(c2)OCCO3)C1 (stereo not given)	-3	-10	118	106	-0.9	9	7	101	5
COc1ccc(CCNC(=O)c2nc(-c3cccs3)no2)cc1OC	1	-6	105	105	1.1	-2	0	106	2
CC(C)(C)c1cccc(/C=N/O)c1O	7	12	95	95	3.1	2	-1	96	0
COc1cccc(CNC(=O)Cc2csc(Nc3nc(=S)[nH]c4ccccc34)n2)c1	2	3	98	99	-2.2	-3	7	93	0
COc1ccc(CN(C)C(=O)c2ccc(NC(=O)CC3SC(N4CCCC4)=NC3=O)cc2)c(OC)c1OC (stereo not given)	-6	4	92	100	0.3	-5	-1	105	0
CCOC(=O)N1CCN(Cc2nc(C3CC3)no2)CC1	2	-1	107	103	-2.6	12	3	97	1

Bioassay records: PubChem, several laboratories
